MgcRacGAP inhibition: MgcRacGAP GTPase-activating activity inhibitors, confirmation, biochemical, ADP Hunter fluorescence. MgcRacGAP-stimulated Rac1 GTP hydrolysis, ADP Hunter fluorescence; higher % means a stronger effect; GST-tagged Rac1 F28L mutant substrate. one-dose inhibition, % at 30 µM; IC50 in µM for titrated hits. 0.6% of 340,000 active. AID 624330;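 active = first-screen hits whose inhibition reached a set limit at any dose in the follow-up dose series; inconclusive = inhibition above the set first-screen limit but never retested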;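 note: fluorescence reports GDP produced by GAP-driven GTP hydrolysis; strong numbers were not always called active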
Siah-1 displacement: Siah-1 peptide-binding antagonists, primary screen, biochemical, fluorescence polarization, rhodamine-plectin, uHTS (AID 1817); Siah-1 / rhodamine-plectin peptide fluorescence polarization; higher % means a stronger effect; displacement, % at 20 µM, or IC50 in µM where a hit was titrated; 0.02% of 290,000 active;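 active = displacement of at least 50% at 20 µM, with a fluorescence ratio check between 0.3 and a set limit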;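 note: plate controls were Siah plus tracer with DMSO for no effect and tracer alone without Siah for full effect; strong numbers were not always called active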
AID2073: disruptors of CaV2.2 binding to Mint1 – biochemical, HTRF (AID 2073). 0.19% of 290,000 active. HTRF protein-protein interaction, Mint1-CaV2.2; higher % means a stronger effect. inhibition, % at 20 µM; hits with a dose series show IC50 in µM; in the data active = inhibition mostly above about 51%, no sharp cut-off; inconclusive = no clear call, values can overlap the other calls; inactive = mostly below about 53%; note: some results filed as inactive read as strong as hits
K1F lysis inhibition: inhibition of K1F phage lysis, E. coli UTI89, bacterial capsule biogenesis inhibitors, alamar blue (AID 488966). E. coli UTI89 K1F phage lysis, alamar blue, 2 h; higher % means a stronger effect. 0.02% of 340,000 active. inhibition, % at 100 µM; hits with a dose series show IC50 in µM;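 active = phage lysis inhibition, versus mean bacterial control, above a set limit; inconclusive = no clear call, values can overlap the other calls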;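 note: capsule biogenesis inhibitors block K1F phage lysis so surviving cells raise fluorescence; higher fluorescence means more inhibition of phage lysis; actives were called in the ten point dose series up to 300 µM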
NS5 inhibitors: flavivirus cap methylation enzyme inhibition – biochemical, confirmation dose response, primary screen (AID 588689); Dengue-2 NS5 methyltransferase capping enzyme assay, biochemical; higher % means a stronger effect; one-dose inhibition, % at 25 µM; IC50 in µM for titrated hits; 0.3% of 340,000 active; in the data active = a potency from the dose series; inconclusive = inhibition above about 29% without an active follow-up result
RSV CPE inhibition: RSV antiviral activity via CPE protection, HEp-2 cells, primary 10 µM value included (AID 2391); HEp-2 cells, RSV-induced CPE inhibition; higher % means a stronger effect; one-dose CPE inhibition, % at 10 µM; IC50 in µM for titrated hits; 0.13% of 310,000 active; in the data active = a potency from the dose series; inconclusive = CPE inhibition mostly from about 23% at the one dose, without a potency; inactive = the rest, 99 in 100 with CPE inhibition below about 21%; note: strong numbers were not always called active
NTR1 ag: NTR1-driven beta-arrestin-GFP spot formation – imaging, U2OS cells, high content, primary screen (AID 493036) | 0.17% of 330,000 active | activation, % at 20 µM | agonist mode;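 active = activation at or above 40% of the spot to cytoplasm intensity ratio, with at least 20 cells analyzed; inconclusive = wells under 20 cells, flagged as cytotoxic or low count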;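 note: 0% = DMSO without peptide and 100% = 100 nM NTR1 peptide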
Target sequence (P30989 whole entry, looked up): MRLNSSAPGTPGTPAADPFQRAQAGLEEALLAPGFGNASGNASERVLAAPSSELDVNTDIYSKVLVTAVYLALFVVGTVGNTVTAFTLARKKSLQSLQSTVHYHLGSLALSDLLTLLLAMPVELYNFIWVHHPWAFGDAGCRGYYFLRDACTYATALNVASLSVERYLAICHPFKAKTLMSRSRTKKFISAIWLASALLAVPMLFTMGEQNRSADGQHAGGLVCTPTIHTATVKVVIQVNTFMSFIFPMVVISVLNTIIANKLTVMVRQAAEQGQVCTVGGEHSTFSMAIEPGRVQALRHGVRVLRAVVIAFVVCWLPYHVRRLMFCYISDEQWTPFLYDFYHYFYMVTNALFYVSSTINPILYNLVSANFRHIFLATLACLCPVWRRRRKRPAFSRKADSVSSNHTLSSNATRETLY
West Nile virus CPE: West Nile virus antiviral activity, cell-based, CPE readout (AID 1621) | West Nile virus-infected cells, CPE inhibition; higher % means a stronger effect | CPE inhibition, % at 10 µM; hits with a dose series show IC50 in µM | 0.02% of 290,000 active; in the data active = a potency from the dose series; inconclusive = CPE inhibition mostly from about 3.7% at the one dose, without a potency; inactive = the rest, 99 in 100 with CPE inhibition below about 2.2%; note: strong numbers were not always called active
SV40 large T antigen: SV40 large T antigen inhibitors, biochemical (AID 1903); SV40 large T antigen ATPase/helicase inhibition assay; higher % means a stronger effect; inhibition, % at 20 µM, or IC50 in µM where a hit was titrated; 0.39% of 310,000 active; in the data active = a potency from the dose series; inconclusive = inhibition mostly from about 32% at the one dose, without a potency; inactive = the rest, 99 in 100 with inhibition below about 32%; note: strong numbers were not always called active
NTR1 ag cell count 20 µM: recorded beside NTR1 ag, whose call it bears; cell count; measured here: cell count, cytotoxicity flag
NS5 inhibitors pilot replicate: also measured in NS5 inhibitors; calls as there; inhibition, %; measured here: pilot screen replicate inhibition
Active calls of the source: *; ? = inconclusive; . = no result given; [ ] = dose if it differs, or a comment.

SMILES	MgcRacGAP inhibition	Siah-1 displacement	AID2073	K1F lysis inhibition	NS5 inhibitors	RSV CPE inhibition	NTR1 ag	NTR1 ag cell count 20 µM	West Nile virus CPE	SV40 large T antigen	others
CC(C)(C)OC(=O)N1Cc2ccccc2C[C@H]1C(=O)NCC(=O)NC1CCCC1	8%	0%	4%	-0.1%	-3%	0.5%	-1.1	64	-0.1%	6%
COCCCn1c2nc3ccccc3nc2c2c(=O)n(Cc3cccs3)cnc21	.	2%	5%	.	.	2.2%	1.4	57	.	11%
COCCCN(C(=O)c1ccc2ccccc2n1)c1c(N)n(Cc2ccccc2)c(=O)[nH]c1=O	0%	.	.	0.4%[50 µM]	14%	0.3%	-0.5	73	.	.
COc1ccccc1/C=C/C(=O)OCC(=O)Nc1ccc2c(c1)OCO2	5%	.	.	0.4%[50 µM]	-11%	.	-0.8	50	.	.
Cc1cc(C)c2c(=O)cc(C(F)(F)F)oc2n1	5%	-1%	5%	0.0%	-12%	-0.9%	-1.2	50	-0.1%	3%
COCCNC(=O)CCC1CCN(Cc2ccc(-c3ccccc3)cc2)CC1	-7%	1%	6%	-0.7%	-8%	-0.4%	-0.6	62	-0.5%	7%
CCC1(C)Cc2c(C#N)c(N)n(N)c(=S)c2CO1 (stereo unspecified)	8%	6%	-20%	-1.3%	7%	0.9%	0.2	52	-0.1%	11%
CCOC(=O)c1cc(NC(=O)N2CCCc3ccccc32)c(C)nc1C	6%	-4%	15%	-0.1%	4%	-1.8%	-1.1	67	0.2%	-2%
O=[N+]([O-])c1cc(S(=O)(=O)N2CCCCC2)ccc1NCCN1CCOCC1	-1%	-2%	0%	2.0%	1%	0.7%	0.4	25	-0.8%	7%
Cc1cccc(C(=O)Nc2cccc(C(=O)N/N=C/c3ccncc3)c2)c1	9%	1%	-16%	0.1%	-3%	1.7%	0.3	91	-0.7%	18%
Cc1ccc(NC(=S)NCc2cccnc2)cc1	-4%	3%	5%	-0.1%	2%	1.9%	2.6	43	0.0%	11%
Cn1c(CCN2CCN(c3ccccn3)CC2)nc2cc(NS(=O)(=O)c3ccccc3)ccc21	13%	0%	0%	0.3%	3%	16%	0.1	45	0.0%	5%
O=C(NC1CCCCCC1)C1CCN(C(=O)Cc2ccccc2)CC1	12%	2%	2%	1.0%	4%	-0.3%	2.0	34	-0.2%	7%
COc1cccc2[nH]c3c(=O)[nH]cnc3c12	.	-6%	13%	0.9%[50 µM]	-11%	21%	0.3	80	-0.1%	-2%
CCOC(=O)c1nn(-c2ccc(F)cc2)c(=O)c(C#N)c1C	-2%	0%	35%	-0.7%	2%	-0.2%	-1.1	55	0.5%	5%
CC(C)Oc1c(Cl)cc(CNC(C)(C)CO)cc1Cl	2%	6%	28%	0.0%	1%	-0.4%	0.7	42	-0.8%	-1%
Cn1ccc(NC(=O)Nc2cccc([N+](=O)[O-])c2)n1	.	1%	-2%	.	.	-1.1%	0.3	36	0.0%	16%
Cc1ccc(S(=O)(=O)Nc2ccc3nc(C)sc3c2)cc1	9%	-1%	-6%	-0.6%	-1%	0.3%	0.3	50	-0.5%	0%
COc1cccc(CC2(CO)CCN(S(=O)(=O)N(C)C)CC2)c1	-11%	-4%	-5%	-0.3%	4%	4.4%	1.0	43	-0.9%	-5%
Cc1nn(C)c(C)c1S(=O)(=O)N1CCCC(C(=O)NCC2COc3ccccc3O2)C1 (stereo unspecified)	-4%	3%	-7%	5.4%	-1%	2.1%	-3.4	53	0.6%	-5%

A stretch from the list above:
SMILES	MgcRacGAP inhibition	Siah-1 displacement	AID2073	K1F lysis inhibition	NS5 inhibitors	RSV CPE inhibition	NTR1 ag	NTR1 ag cell count 20 µM	West Nile virus CPE	SV40 large T antigen	others
Cc1ccc(S(=O)(=O)Nc2ccc3nc(C)sc3c2)cc1	9%	-1%	-6%	-0.6%	-1%	0.3%	0.3	50	-0.5%	0%
COc1cccc(CC2(CO)CCN(S(=O)(=O)N(C)C)CC2)c1	-11%	-4%	-5%	-0.3%	4%	4.4%	1.0	43	-0.9%	-5%
Cc1nn(C)c(C)c1S(=O)(=O)N1CCCC(C(=O)NCC2COc3ccccc3O2)C1 (stereo unspecified)	-4%	3%	-7%	5.4%	-1%	2.1%	-3.4	53	0.6%	-5%

Part of the list above in order of length of the SMILES, falling:
SMILES	MgcRacGAP inhibition	Siah-1 displacement	AID2073	K1F lysis inhibition	NS5 inhibitors	RSV CPE inhibition	NTR1 ag	NTR1 ag cell count 20 µM	West Nile virus CPE	SV40 large T antigen	others
O=[N+]([O-])c1cc(S(=O)(=O)N2CCCCC2)ccc1NCCN1CCOCC1	-1%	-2%	0%	2.0%	1%	0.7%	0.4	25	-0.8%	7%
CCC1(C)Cc2c(C#N)c(N)n(N)c(=S)c2CO1 (stereo unspecified)	8%	6%	-20%	-1.3%	7%	0.9%	0.2	52	-0.1%	11%
Cc1cc(C)c2c(=O)cc(C(F)(F)F)oc2n1	5%	-1%	5%	0.0%	-12%	-0.9%	-1.2	50	-0.1%	3%

Additional structures.
SMILES	MgcRacGAP inhibition	Siah-1 displacement	AID2073	K1F lysis inhibition	NS5 inhibitors	RSV CPE inhibition	NTR1 ag	NTR1 ag cell count 20 µM	West Nile virus CPE	SV40 large T antigen	others
Cc1ccccc1NC(=O)c1cc2c(C)nc3ccccc3c2o1	13%	-7%	-8%	0.1%	-43%	0.5%	-1.0	58	-0.6%	7%
O=C(OCC(=O)N1c2ccccc2Sc2ccccc21)C1CC(=O)N(Cc2ccco2)C1 (stereo unspecified)	-3%	-2%	2%	6.3%	-2%	1.7%	2.2	72	0.1%	14%
C=CCNC(=S)N/N=C/c1ccc(-c2ccc(OC)cc2)o1	8%	-5%	4%	0.1%	-9%	6.5%	11	53	-0.5%	12%
COc1ccc(C=O)cc1CN1CCCN(Cc2ccc(Cl)cc2)S1(=O)=O	3%	8%	8%	0.0%	-11%	11%	6.9	78	-0.7%	21%
COc1ccc(-c2csc3nc(C)nc(N4CCN(c5ccc(C(C)=O)cc5)CC4)c23)cc1OC	0%	0%	18%	0.8%	-3%	18%	8.9	66	0.3%	7%
O=C(CSc1nnc(-c2cccnc2)o1)Nc1ccccc1Br	8%	3%	0%	-0.2%	2%	1.7%	0.3	59	0.1%	3%
N#CC1=C(Nc2ccc(Br)cc2)CCC1	8%	1%	22%	0.5%	-2%	5.7%	-3.3	99	-1.1%	10%	NS5 inhibitors pilot replicate=-11
CCOc1ccc(CN(C)C(=O)c2ccc(NC(=O)CC3SC(N4CCCC4)=NC3=O)cc2)cc1 (stereo unspecified)	1%	1%	103%	0.6%	-8%	0.9%	2.0	56	-0.6%	25%
COc1cc(OC)cc(C(=O)Nn2c(C)nc3ccccc3c2=O)c1	3%	-2%	2%	3.5%	-1%	1.1%	-0.9	53	.	4%
Cc1nnc(SCc2ccc(F)cc2Cl)s1	6%	4%	-5%	1.7%	-1%	0.9%	0.6	51	0.5%	1%
Cc1cccnc1NCC(O)COc1ccccc1 (stereo unspecified)	5%	7%	4%	2.1%	-3%	0.6%	0.4	76	0.5%	6%
CC(C)Sc1nnc(NC(=O)c2ccco2)s1	8%	1%	6%	0.6%	0%	0.1%	-1.9	67	0.3%	19%
CCn1cc(CN(C)S(=O)(=O)c2cccc([N+](=O)[O-])c2)cn1	4%	0%	22%	0.7%	4%	0.5%	-1.8	40	0.3%	9%
CCOC(=O)C1C(=O)NC(N2CCCCC2)=NC1c1ccco1 (stereo unspecified)	-7%	-1%	-1%	-0.1%	.	0.8%	-0.2	49	0.1%	19%
Cc1ccc(OCC(=O)NC(C)c2ccc(Cl)c(Cl)c2)c([N+](=O)[O-])n1 (stereo unspecified)	4%	1%	8%	0.0%	-8%	2.9%	0.8	63	0.4%	6%
Cc1cc(NC(=O)c2ccccc2[N+](=O)[O-])ccc1Br	1%	0%	14%	-4.3%	0%	8.7%	-0.1	23	-0.7%	7%
O=C(Cc1ccc(F)cc1)NC1CCS(=O)(=O)C1 (stereo unspecified)	3%	.	.	1.5%[50 µM]	-2%	-2.6%	0.1	46	.	10%
CCOC(=O)c1sc(NC(=S)NC(=O)C2CCCC2)cc1C	8%	-2%	22%	0.9%	-4%	1.7%	7.0	54	-0.8%	-2%
O=C(C[C@@H]1C/C=C\CC[C@@H](Cc2ccc(F)cc2)C(=O)OC[C@@H]2CCCN2C1=O)N[C@H](CO)Cc1ccccc1	-2%	.	.	-0.1%	-11%	.	0.5	63	.	.
N#CCSc1nnc2sc3ccccc3n12	5%	-2%	2%	0.1%	-3%	2.2%	-4.8	23	-0.1%	7%

Fetched by structure from the list above (two):
SMILES	MgcRacGAP inhibition	Siah-1 displacement	AID2073	K1F lysis inhibition	NS5 inhibitors	RSV CPE inhibition	NTR1 ag	NTR1 ag cell count 20 µM	West Nile virus CPE	SV40 large T antigen	others
CCOc1ccc(CN(C)C(=O)c2ccc(NC(=O)CC3SC(N4CCCC4)=NC3=O)cc2)cc1 (stereo unspecified)	1%	1%	103%	0.6%	-8%	0.9%	2.0	56	-0.6%	25%
C=CCNC(=S)N/N=C/c1ccc(-c2ccc(OC)cc2)o1	8%	-5%	4%	0.1%	-9%	6.5%	11	53	-0.5%	12%

More entries:
SMILES	MgcRacGAP inhibition	Siah-1 displacement	AID2073	K1F lysis inhibition	NS5 inhibitors	RSV CPE inhibition	NTR1 ag	NTR1 ag cell count 20 µM	West Nile virus CPE	SV40 large T antigen	others
O=C(Oc1cccc(Nc2ncnc3ccccc23)c1)c1cccnc1	6%	1%	8%	-0.2%	-19%	-0.1%	0.2	35	?	9%
COc1ccc(NC(=O)NNC(=O)CCc2ccc(O)c(O)c2)cc1OC	3%	1%	-6%	0.3%[50 µM]	1%	2.2%	-0.4	71	-0.7%	23%
O=C(COC(=O)CC(c1ccccc1)c1ccccc1)Nc1ccc(F)c(F)c1	.	-2%	3%	.	.	1.1%	11	87	-0.4%	8%
CCCc1c(C)[nH]c2ccccc2c1=O	-1%	1%	-10%	-0.9%	4%	1.7%	0.4	38	0.3%	10%
